# Screening data deposited in PubChem by several laboratories.
# PHOSPHO1 block: inhibitors of human PHOSPHO1 phosphatase. Q8TCT1. recombinant PHOSPHO1, absorbance phosphatase assay. inhibition, % at 13.3 µM. actives 1.1% (n = 290,000). AID 1565; in the data active means inhibition above about 60%
# Target sequence (Q8TCT1 whole entry, looked up): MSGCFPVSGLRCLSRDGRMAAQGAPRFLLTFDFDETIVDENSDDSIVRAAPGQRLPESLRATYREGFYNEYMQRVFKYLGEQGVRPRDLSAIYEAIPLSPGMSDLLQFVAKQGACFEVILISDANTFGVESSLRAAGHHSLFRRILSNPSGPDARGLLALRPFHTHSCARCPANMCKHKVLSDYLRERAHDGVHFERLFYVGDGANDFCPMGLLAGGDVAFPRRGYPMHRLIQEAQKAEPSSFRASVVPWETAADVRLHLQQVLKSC
# CRFBP-R2 block: CRF-BP/CRF-R2 complex antagonism; AID 588475; inhibition, % at 11.8 µM; actives 0.59% (n = 350,000); HEK293 CRF-R2/CRF-BP, CRF-induced calcium fluorescence;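 active means inhibition of the ligand-induced calcium signal above about 50% at the single tested concentration, limit read from the data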
# IDE cell activ: boosts human insulin-degrading enzyme activity in HEK cells; FAbeta-B cleavage, fluorescence polarization; 0% vehicle, 100% cell-free pure enzyme wells; activation, % at 5.96 µM; actives 0.073% (n = 340,000); AID 493087;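 active means activation above the mean of all tested compounds plus 3 SD, set per screening campaign, cut at about 17% in these data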
# CRFR2-BP ag: CRF-BP/CRF-R2 complex agonism | HEK293 CRF-R2/CRF-BP, calcium dye fluorescence (FLIPR); percent of saturating CRF peptide response | activation, % at 13.2 µM | actives 0.46% (n = 350,000);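 active means activation of at least 50%, plus an integration ratio under a set limit after plate pattern correction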;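 further: plate controls were neutral control wells without compound for no effect and CRF at EC100 for full effect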
# GalR3 antag: antagonists of human GalR3; O60755; HEK293 GalR3-CNG cAMP membrane potential fluorescence; galR3 body fused to GalR1 C-terminus; inhibition, % at 3 µM; actives 0.44% (n = 360,000); AID 651719;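 active means inhibition above the screen-wide average plus 3 SD, cut at about 13% in these data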;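 further: forskolin and galanin both at EC90 stimulate the cells; cAMP rise reported by CNG channel membrane potential dye signal; 0% = forskolin plus galanin with DMSO and 100% = forskolin alone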
# Target sequence (O60755 1-299 limits assumed): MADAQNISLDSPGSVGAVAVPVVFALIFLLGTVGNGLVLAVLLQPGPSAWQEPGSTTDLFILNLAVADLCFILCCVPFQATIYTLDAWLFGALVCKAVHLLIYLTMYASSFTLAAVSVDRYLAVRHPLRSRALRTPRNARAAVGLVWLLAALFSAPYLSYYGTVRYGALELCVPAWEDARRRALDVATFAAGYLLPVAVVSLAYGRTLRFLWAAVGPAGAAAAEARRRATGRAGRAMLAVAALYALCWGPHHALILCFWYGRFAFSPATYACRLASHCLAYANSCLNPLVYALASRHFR
# CHRM4 PAM: potentiates acetylcholine response at human M4 receptor; CHO-K1 hM4/Gqi5, Fluo-8 calcium fluorescence, ACh EC20; 0% = ACh EC20, 100% = maximal ACh; actives 0.4% (n = 360,000); activation, % at 3 µM;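 active means activation above its plate's cutoff, the mean activation of sample wells plus 3 SD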; further: some results filed as inactive read as strong as hits
# Target sequence (P08173 whole entry, looked up): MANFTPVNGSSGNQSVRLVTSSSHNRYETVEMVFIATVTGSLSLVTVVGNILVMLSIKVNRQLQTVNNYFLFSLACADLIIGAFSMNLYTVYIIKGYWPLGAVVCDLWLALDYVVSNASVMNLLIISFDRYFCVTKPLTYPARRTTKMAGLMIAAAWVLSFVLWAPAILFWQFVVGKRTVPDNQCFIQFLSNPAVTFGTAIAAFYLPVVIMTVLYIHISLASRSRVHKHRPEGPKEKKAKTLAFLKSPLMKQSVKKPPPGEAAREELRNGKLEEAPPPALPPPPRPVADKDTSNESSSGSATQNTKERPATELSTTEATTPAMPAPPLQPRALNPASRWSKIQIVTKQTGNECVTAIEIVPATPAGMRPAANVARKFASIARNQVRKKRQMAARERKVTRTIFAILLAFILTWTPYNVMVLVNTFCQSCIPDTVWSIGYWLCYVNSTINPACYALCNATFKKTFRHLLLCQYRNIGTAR
# IDE cell inh: cellular human IDE inhibition. P14735. HEK cells, FAbetaB cleavage, fluorescence polarization. inhibition, % at 5.59 µM. actives 0.41% (n = 320,000). AID 434962;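 active means percent inhibition above the average of all tested compounds plus 3 SD, set per screening campaign, cut at about 16% in these data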;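 further: IDE supplied by intact live HEK cells; FP after avidin binding of uncleaved biotin substrate so inhibition keeps polarization high; 0% = DMSO wells and 100% = 60 µM reference IDE inhibitor Ii1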
# MEKK3 PB1 HTS: raises or lowers MEK5 binding to the human MEKK3 PB1 domain; Q99759; bead-based flow cytometry, Alexa488-MEK5 binding to MEKK3; actives lie on both sides; 0 = blocked by unlabeled MEK5, 100 = vehicle; binding response (% of control), % at 10 µM; actives 1.4% (n = 290,000);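 active means binding response more than 3 SD above or below the average of its plate-row segment, actives on both sides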;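 further: Alexa488 bead fluorescence after subtracting the streptavidin-only scavenger bead signal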
# pCIP destab: lowers stability of the mouse p/CIP coactivator protein; Q05BA5; F442A p/CIP-EGFP cells, EGFP fluorescence, 16 h; decrease of EGFP signal, % at 10 µM; actives 0.01% (n = 290,000); AID 1984;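 active means EGFP signal decrease of at least 30% at 10 µM or well 3 SD below plate mean, unless failing retest; inactive means the rest, including hits failing retest or dose response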; further: some compounds called inactive have numbers as strong as hits; many of its hits are not listed in these tables
# * marks the source's active call; other numbers are inactive results; . = no result given. Hits appear at their usual frequency; overall some 4.2% were active at least once.
MEKK3 PB1 HTS	CRFR2-BP ag	IDE cell inh	CHRM4 PAM	GalR3 antag	pCIP destab	IDE cell activ	PHOSPHO1 block	CRFBP-R2 block	SMILES
104.0	0.3	-6.1	0.2	8.7	3.7	7.6	-24.8	7.1	O=C(NC(Cc1ccccc1)C(=O)O)/C(=C/c1ccco1)NC(=O)c1cccc([N+](=O)[O-])c1 (configuration not stated)
103.0	.	-6.4	.	.	3.6	.	-17.7	.	COc1ccc(-c2ccc(CNCc3ccccn3)o2)cc1Cl
95.0	-2.8	.	-9.9	-10.5	0.8	1.8	-110.6	0.2	FC(F)(F)c1ccc(Cl)c(-n2c(-c3ccco3)n[nH]c2=S)c1
.	1.4	7.0	-0.3	-4.5	.	1.7	.	-13.6	O=C(Nc1cc(Cl)ccc1N1CCOCC1)C1=COCCO1
93.0	1.2	4.8	-2.8	0.5	1.8	-3.5	20.5	6.1	COc1cc(CCC(=O)OCC(=O)Nc2ccccc2OC(F)F)cc(OC)c1OC
103.0	-5.6	3.1	7.0	-3.0	-7.2	-3.3	9.7	-8.0	CCN1CCN(C(=O)c2ccc(CN(c3ccc(C)c(C)c3)S(C)(=O)=O)cc2)CC1
101.0	7.6	3.8	-6.6	-3.0	1.3	1.7	14.7	5.4	COc1ccc(-c2[nH]ncc2CNC(C)CCn2cccn2)cc1F (configuration not stated)
102.0	4.8	5.5	1.1	-2.4	-9.7	-5.7	13.1	-13.6	N#CC1=C(N)n2c(s/c(=C\c3ccco3)c2=O)=C(C#N)C1c1ccco1 (configuration not stated)
78.0	0.2	-1.5	3.9	-8.3	12.4	2.6	3.4	-3.7	CCCOc1ccc(C(=O)N2CC3(CC(c4cccc(NC(=O)[C@@H]5CCC(=O)N5)c4)=NO3)C[C@H]2C(=O)NC2(C(N)=O)CC2)cc1 (some centres not stated)
.	0.1	.	20.1	-4.8	.	-1.4	.	0.3	COc1cc(CC(=O)Nc2cc(S(=O)(=O)N3CCOCC3)ccc2N2CCCC2)cc(OC)c1OC
104.0	1.0	-2.2	-1.1	-6.5	-5.6	7.1	23.7	2.6	Cc1cc2nnc(SCC(=O)NC3CCCCC3)n2c(N)n1
102.0	-1.0	-1.1	0.1	0.0	3.6	-2.5	-35.3	24.4	Cc1cc(NCCNC2=CC(=O)CCC2)nc2ccccc12
106.0	0.1	8.0	-2.7	0.7	-9.6	3.7	-5.3	0.8	COc1ccccc1-c1nnc(NC(=O)c2ccccc2F)o1
94.0	0.0	4.7	-3.4	1.4	-7.2	4.2	-14.7	26.1	CC(C)CCNC(=O)C(c1ccc(O)cc1)N(Cc1cccs1)C(=O)C1COc2ccccc2O1 (configuration not stated)
89.0	4.9	-1.6	-4.6	-3.3	-7.9	3.0	-6.9	-11.2	CN(C(=O)/C(N=Nc1cccc(C(F)(F)F)c1)=C(\O)C(F)(F)F)c1ccccc1
.	-0.5	-3.7	5.8	-5.9	.	3.6	.	3.1	Cc1ccc(NC(=O)CN(C)C(=O)COC(=O)c2nc3nccc(C)n3n2)cc1
94.0	-0.7	-9.2	-4.6	-5.1	-6.1	2.6	1.0	-42.9	CC(C)(C)c1ccc(C(=O)CC(=O)c2cc(Cl)ccc2O)cc1
97.0	-1.5	5.0	-0.6	-10.3	-6.8	-0.2	-38.1	-0.7	COc1ccc(-c2nc3ccccc3c(=O)n2NC(=S)N(C)C)cc1
.	2.0	1.3	8.0	-1.2	.	-0.4	.	-8.1	Cc1cccc(C)c1NC(=O)COC(=O)c1cc(S(=O)(=O)Nc2ccc(Cl)cc2)ccc1O
103.0	1.2	4.9	-14.9	-3.2	6.7	7.5	18.5	-17.9	C=CCNc1nc(-c2cccc(OC)c2O)nc2ccccc12
68.0	0.5	1.1	2.7	-1.1	2.0	-0.1	-3.0	7.2	Cc1ccc(NC(=O)C(=O)Nc2ccc(C)cn2)nc1
105.0	-0.6	-3.8	-7.4	-0.6	8.9	-3.6	-9.7	-8.2	C/C(=N/N1CCN(c2ccccn2)CC1)c1cccc([N+](=O)[O-])c1
.	0.6	6.3	-4.3	-4.9	.	-1.2	.	-1.7	Cc1ccsc1C(=O)OCC(=O)N(C)C1CCCCC1
.	-0.6	0.9	-3.6	-4.9	.	6.8	.	2.5	COc1cccc(CCC(=O)Nc2cccc(S(=O)(=O)N3CCCC3)c2)c1OC
105.0	-2.2	-0.4	-3.2	-10.6	2.4	4.1	37.1	7.4	Cc1ccc(S(=O)(=O)c2c(C)c(C)c(C)[nH]c2=O)cc1
98.0	1.7	1.9	3.8	0.7	3.6	-4.4	14.1	1.6	COc1ccc(S(=O)(=O)N2CCN(C(=O)NCc3ccccc3)CC2)cc1
94.0	-6.0	-1.4	9.7	1.6	-3.1	-3.5	44.4	-8.6	Cc1cccc(N(C(=O)CNC(=O)c2cccs2)C(C(=O)NC2CCCC2)c2cccnc2)c1 (configuration not stated)
91.0	-0.8	2.0	8.4	-4.3	6.3	12.5	-6.4	19.8	CCc1ccc(C(=O)COC(=O)CNC(=O)c2ccc(N3C(=O)c4ccccc4C3=O)cc2)cc1
103.0	-0.7	-1.3	11.1	-6.0	-16.2	0.2	0.9	-0.8	CC(=O)N(c1ccc(Cl)cc1)c1c[nH]c2ccccc12
103.0	-4.1	2.0	-8.2	-1.9	-7.9	0.7	18.2	5.9	Cc1cccc(NC(=O)C(NS(=O)(=O)c2ccc3c(c2)CCC(=O)N3)c2ccccc2)n1 (configuration not stated)

# 6 structures from above, sorted by number of heavy atoms, largest number first:
MEKK3 PB1 HTS	CRFR2-BP ag	IDE cell inh	CHRM4 PAM	GalR3 antag	pCIP destab	IDE cell activ	PHOSPHO1 block	CRFBP-R2 block	SMILES
91.0	-0.8	2.0	8.4	-4.3	6.3	12.5	-6.4	19.8	CCc1ccc(C(=O)COC(=O)CNC(=O)c2ccc(N3C(=O)c4ccccc4C3=O)cc2)cc1
94.0	-6.0	-1.4	9.7	1.6	-3.1	-3.5	44.4	-8.6	Cc1cccc(N(C(=O)CNC(=O)c2cccs2)C(C(=O)NC2CCCC2)c2cccnc2)c1 (configuration not stated)
103.0	-4.1	2.0	-8.2	-1.9	-7.9	0.7	18.2	5.9	Cc1cccc(NC(=O)C(NS(=O)(=O)c2ccc3c(c2)CCC(=O)N3)c2ccccc2)n1 (configuration not stated)
98.0	1.7	1.9	3.8	0.7	3.6	-4.4	14.1	1.6	COc1ccc(S(=O)(=O)N2CCN(C(=O)NCc3ccccc3)CC2)cc1
105.0	-0.6	-3.8	-7.4	-0.6	8.9	-3.6	-9.7	-8.2	C/C(=N/N1CCN(c2ccccn2)CC1)c1cccc([N+](=O)[O-])c1
105.0	-2.2	-0.4	-3.2	-10.6	2.4	4.1	37.1	7.4	Cc1ccc(S(=O)(=O)c2c(C)c(C)c(C)[nH]c2=O)cc1

# (cont.)
MEKK3 PB1 HTS	CRFR2-BP ag	IDE cell inh	CHRM4 PAM	GalR3 antag	pCIP destab	IDE cell activ	PHOSPHO1 block	CRFBP-R2 block	SMILES
.	-0.3	-1.7	-9.7	1.9	.	1.6	.	0.6	O=C(CSc1nnc(NC(=O)c2c(F)cccc2F)s1)NCc1ccco1
91.0	3.1	3.0	1.1	0.6	8.6	6.8	-4.0	-12.8	CCC(=O)c1ccc(OCC(=O)NCCc2ccccn2)cc1
103.0	1.8	5.5	-16.2	-5.9	-1.6	.	32.5	13.5	O=C(Cc1ccc(Br)cc1)Nc1cccc(Cl)c1
99.0	-0.8	1.2	8.8	0.6	-4.7	-5.2	64.9*	-17.6	CCC(C)[C@H](NC(=O)[C@@H]1CSC2c3ccccc3C(=O)N21)C(=O)N1CCCCC1 (some centres not stated)
111.0	-5.7	1.1	-2.9	-11.9	-6.2	2.9	14.0	21.7	O=C(NCCOC(=O)c1ccc(F)cc1)c1ccc(F)cc1
107.0	-7.2	-0.3	0.2	-3.2	-3.9	-1.4	8.9	-56.0	CC(=O)Nc1cc(C(=O)N2CCOCC2)ccc1S(=O)(=O)c1ccc(C)cc1
106.0	-0.7	0.8	-3.1	-3.4	-6.6	-0.8	13.7	-6.0	CCCCOC(=O)C1=C(C)Nc2ncnn2C1c1cc(OC)ccc1OC (configuration not stated)
102.0	1.0	-2.8	5.3	-3.8	-10.4	4.0	22.2	6.7	COCCCNC(=O)C1CCCN(S(=O)(=O)c2cccc3nsnc23)C1 (configuration not stated)
99.0	-0.9	0.3	-3.5	-8.3	2.3	-0.1	-11.4	7.1	COC(=O)c1cc(OC)c(OC)cc1NC(=S)Nc1cccc(C(C)=O)c1
102.0	-2.3	1.6	-8.3	-2.1	1.9	7.2	17.4	-22.6	CC(C)(C)NC(=O)NC(=O)COc1ccc(Br)cc1Br
96.0	0.1	3.2	1.0	-5.3	-4.1	1.5	-1.5	4.1	CCC(C)NC(=O)CSc1nnc(-c2ccncc2)n1-c1ccc(OC)cc1 (configuration not stated)
.	0.5	.	-8.1	-9.6	.	3.3	.	0.2	CCOC(=O)C1=CN(Cc2cccc(F)c2)S(=O)(=O)N(C)C1c1ccc(C(F)(F)F)cc1 (configuration not stated)
99.0	-3.1	-3.4	-5.2	-4.8	-8.0	-4.9	28.3	16.1	O=C(CN1CCN(c2ccccn2)CC1)Nc1cccc(S(=O)(=O)N2CCCC2)c1
100.0	20.1	-2.0	11.7	-8.3	-0.1	-2.7	-17.5	-16.6	CCOC(=O)C(C)c1nc2ccccc2[nH]c1=O (configuration not stated)
103.0	1.2	5.6	8.6	-0.1	4.6	-2.5	32.5	-1.0	COc1ccc(/C(O)=C2/C(=O)C(=O)N(CCN(C)C)C2c2cccnc2)cc1OC (configuration not stated)
96.0	-1.9	-2.4	8.6	-3.6	2.1	2.1	5.5	-12.8	COC(=O)c1cc(NC(=O)C23CCC(C)(C(=O)O2)C3(C)C)cc(C(=O)OC)c1 (configuration not stated)
102.0	0.1	-0.5	-4.5	-1.8	-4.6	2.9	37.9	1.0	O=C(Cc1c(Cl)cccc1Cl)Nc1cccnc1
95.0	-1.1	0.3	-14.7	-5.5	-13.4	-3.6	26.8	15.5	CC(C)CN1CCN(Cc2ccc(Oc3ncccn3)cc2)CC1CCO (configuration not stated)
103.0	-0.1	.	-16.0	-7.5	8.3	-4.1	26.5	-7.1	Cc1cc(C)cc(CN2CCC(Oc3ccc(C(=O)N4CCCC4)cc3)CC2)c1
98.0	4.9	1.3	-3.9	1.4	0.4	6.6	46.5	34.0	CSc1nsc(SC)c1C(N)=O
.	1.6	6.0	6.5	-3.9	.	7.0	.	11.0	C[C@H](CO)N1C[C@H](C)[C@@H](CN(C)C(=O)Nc2ccc(C(F)(F)F)cc2)Oc2ccc(NS(=O)(=O)c3cn(C)cn3)cc2C1=O
.	-2.3	5.9	-12.6	-2.7	7.2	-1.4	43.1	46.0	O=C(Cc1cn2ccsc2n1)Nc1nc2c(s1)CN(Cc1ccccc1)CC2
105.0	-0.2	-5.9	0.2	-1.8	-0.2	3.7	24.1	-7.8	COc1ccc(NC(=O)CCCCCn2nnc3ccccc3c2=O)cc1OC
101.0	0.1	5.1	3.9	-2.6	-9.0	3.9	-8.1	-0.5	Cc1ccc(-n2ncc3c(NCc4ccccc4)ncnc32)cc1

# Compounds listed so far that contain a tert-butyl group (2):
MEKK3 PB1 HTS	CRFR2-BP ag	IDE cell inh	CHRM4 PAM	GalR3 antag	pCIP destab	IDE cell activ	PHOSPHO1 block	CRFBP-R2 block	SMILES
94.0	-0.7	-9.2	-4.6	-5.1	-6.1	2.6	1.0	-42.9	CC(C)(C)c1ccc(C(=O)CC(=O)c2cc(Cl)ccc2O)cc1
102.0	-2.3	1.6	-8.3	-2.1	1.9	7.2	17.4	-22.6	CC(C)(C)NC(=O)NC(=O)COc1ccc(Br)cc1Br
